# Rab7 wt modul – modulators of GTP binding to Rab7, primary screen, biochemical, wildtype, multiplex bead flow cytometry. hit rate 0.055% among 190,000. GTP binding activity (percent of control), % at 10 µM. GST-Rab7 beads, fluorescent GTP binding; actives lie on both sides; untreated = 100%, excess cold GTP = 0%. AID 758, 2007;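 active = fluorescent GTP binding to Rab7 beads changed by at least 20 points from the 100% baseline, either direction, mostly lower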;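 note: median green fluorescence of bound Bodipy-FL-GTP per Rab7 bead population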
# Rac1 wt GTP bind – wildtype Rac1 GTP binding modulators, primary screen, biochemical, GST-Rac1 beads, flow cytometry, multiplex. AID 757, 2007. hit rate 0.27% among 190,000. fluorescent GTP binding; actives lie on both sides; 0 = cold GTP competed, 100 = untreated. GTP binding activity (% of control), % at 10 µM;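 active = GTP binding activity at least 20 points away from the 100% control level, either lower or higher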
# ABCG2 inh – ABCG2 efflux pump inhibitors, primary screen, multiplex with ABCB1, IgMXP3 cells, flow cytometry; inhibition, % at 6.6 µM; Broad substrate specificity ATP-binding cassette transporter ABCG2 (Homo sapiens), Q9UNQ0; JC-1 efflux; hit rate 0.1% among 190,000;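 active = inhibition above 80%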;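 note: 0% = DMSO and 100% = nicardipine control wells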
#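 Test system: IgMXP3 cells (ABCG2) mixed with DDAO far-red-labelled CCRF-Adr cells (ABCB1). Reagent: JC-1 transporter substrate. Compound dosing: single test compound dose, 6.6 µM final. Times: 10 min compound exposure, 25 °C. Detection: flow cytometry of retained JC-1 fluorescence. Read-out basis: efflux inhibition in percent versus controls. Controls: nicardipine and DMSO wells.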
# Avidin bead fluor – green autofluorescence of compounds with avidin beads – biophysical, 488/530 nm, flow cytometry, artefact control, profiling panel; compound fluorescence 488/530 nm; hits give high values; fluorescence (KMESF) at 10 µM; hit rate 0.38% among 220,000; in the data active = fluorescence above about 47; note: inactives centre near 10
# HRas wt GTP bind – modulators of GTP binding to HRas wildtype, primary screen, biochemical, bead-based flow cytometry, multiplex; GTPase HRas (Homo sapiens), P01112; GST-Ras wt beads, Bodipy-FL-GTP binding; actives lie on both sides; GTP binding activity, % at 10 µM; hit rate 0.14% among 190,000;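 active = GTP binding activity at least 20% away from the 100% baseline, either lowered as inhibitor or raised as activator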;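 note: 0% = unlabeled GTP competition control and 100% = no-compound control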
# Rac1 act GTP bind – GTP binding modulators of activated mutant Rac1, primary screen, biochemical, bead-based flow cytometry, multiplex, fluorescent GTP; Ras-related C3 botulinum toxin substrate 1 (Homo sapiens), P63000; GST-Rac1 activated beads; actives lie on both sides; 100% means binding = to untreated wells; percent activity (GTP binding), % at 10 µM; hit rate 0.11% among 190,000;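 active = GTP binding at least 20 percentage points away from the 100% baseline, in either direction, so actives lie on both sides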
# Rab2 wt GTP – modulators of GTP binding to Rab2A wildtype, primary screen, biochemical, dog, bead-based flow cytometry, multiplex | hit rate 0.19% among 190,000 | Ras-related protein Rab-2A (Canis lupus familiaris), P61105 | GTP binding activity, % at 10 µM | GST-Rab2 wt beads, Bodipy-GTP binding | AID 760, 2007;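 active = GTP binding activity at least 20 points away from 100%, either lowered or raised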;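 note: 0% = beads with excess unlabeled GTP and 100% = no-compound control corrected for plate trend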
# GSH fluor – compound fluorescence on glutathione beads, profiling panel, artefact control, biophysical, 488/530 nm, flow cytometry. GSH beads flow cytometry, compound fluorescence 488/530 nm; hits give high values. fluorescence (KMESF) at 10 µM. hit rate 0.25% among 190,000; in the data active = fluorescence above about 89;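 note: glutathione beads carrying GST-tagged Bcl family fusion proteins plus one bare bead set; values are compound well signal with DMSO vehicle wells as background; inactives centre near 16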
# Pf gamet viab – late stage P. falciparum gametocyte viability inhibitors, primary screen, ATP luminescence, HTS | P. falciparum stage V gametocytes, 24 h | inhibition, % at 10.9 µM | hit rate 0.065% among 150,000 | AID 743093, 2013;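 active = inhibition above the mean plus 3 SD of compounds within the control limits, set per campaign, cut at about 38% in these data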;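 note: 0% = DMSO wells and 100% = medium only without gametocytes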
# Cdc42 wt – modulators of GTP binding to wildtype Cdc42, primary screen, biochemical, multiplex bead flow cytometry, Bodipy-GTP; hit rate 0.2% among 190,000; Cell division control protein 42 homolog (Homo sapiens), P60953; percent activity (GTP binding), % at 10 µM; GST-Cdc42 beads; actives lie on both sides;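 active = percent activity GTP binding at least 20 points away from the 100% baseline, either down as inhibitor or up as activator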;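 note: median bead fluorescence of bound Bodipy-FL-GTP at 100 nM; 0% = excess unlabeled GTP control and 100% = no compound control; below 100% means less GTP binding so inhibitor and above means activator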
# ABCB1 inh – ABCB1 efflux pump inhibitors, primary screen, cell-based, multiplex, flow cytometry, ABCG2 counter-screen | AID 1326, 2008 | hit rate 0.067% among 190,000 | CCRF-Adr cells, JC-1 efflux | ATP-dependent translocase ABCB1 (Homo sapiens), P08183 | inhibition, % at 6.6 µM; in the data active = inhibition above about 40%;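 note: 0% = vehicle and 100% = reference inhibitor; higher value means more JC-1 retained so stronger ABCB1 efflux block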
# An asterisk follows results filed as active; . = not tested or not shown.
SMILES,Rab7 wt modul,Rac1 wt GTP bind,ABCG2 inh,Avidin bead fluor,HRas wt GTP bind,Rac1 act GTP bind,Rab2 wt GTP,GSH fluor,Pf gamet viab,Cdc42 wt,ABCB1 inh
COc1c(Cl)cc(Cl)cc1CNCCNCC(C)O (stereo not given),102.0,100.0,2.6,11,107.0,100.0,103.0,16,3.4,103.0,0.9
COc1ccc(S(=O)(=O)N2CCC(C(N)=O)CC2)c2ccccc12,98.0,100.0,15.4,8,98.0,97.0,98.0,36,2.4,97.0,2.1
Cc1ccc(-n2nnnc2SCc2ccccn2)cc1C,99.0,105.0,2.5,12,101.0,97.0,101.0,12,.,103.0,0.2
O=C(CN1C(=O)C2C3C=CC(C3)C2C1=O)NCc1ccc2c(c1)OCO2 (stereo not given),100.0,100.0,0.0,7,100.0,99.0,101.0,29,.,100.0,-0.2
COc1ccc(CCNC(=O)Cn2c(=O)n(-c3ccc(F)cc3F)c(=O)c3sccc32)cc1OC,99.0,103.0,6.5,13,101.0,99.0,99.0,15,-13.2,100.0,-0.7
CC(C)C(NC(=O)C1CCCCC1)C(=O)NCCc1ccccc1 (stereo not given),99.0,97.0,-0.1,9,97.0,96.0,96.0,11,20.1,94.0,0.0
O=C(NC1CCCC1)C1CCC(=O)N1C1CCCCC1 (stereo not given),96.0,103.0,-1.1,10,97.0,97.0,97.0,19,5.4,99.0,-0.6
C=CCn1c(-c2cccc(OCC)c2)n[nH]c1=S,101.0,101.0,3.0,11,99.0,94.0,98.0,25,.,96.0,0.5
COc1ccc(-c2cc(C(F)(F)F)nc(SCCC(=O)NCc3ccccc3)n2)cc1,100.0,103.0,5.8,10,101.0,102.0,101.0,11,.,101.0,1.0
CC(C)NC(=S)N/N=C/c1c[nH]c2ccccc12,97.0,99.0,2.6,15,101.0,100.0,98.0,9,.,94.0,0.4
CN(C)c1ccc(/C=C/C(O)=C2/C(=O)N(C)C3(C)CC2c2ccccc2O3)cc1 (stereo not given),94.0,96.0,0.7,14,98.0,99.0,99.0,35,.,100.0,0.5
CC1(C)CC(=O)C2=C(C1)NC(=O)CC2c1ccc(F)cc1 (stereo not given),99.0,106.0,2.9,6,100.0,99.0,101.0,12,12.2,103.0,0.7
N#CC1=C2C=Cc3ccccc3N2CCCC1=O,100.0,105.0,7.5,4,101.0,96.0,101.0,39,0.2,100.0,-0.3
CCOC(=O)c1ccc(Nc2cc(C)nc(C)c2C(=O)OCC)cc1,98.0,104.0,4.8,6,99.0,101.0,97.0,4,.,100.0,0.5
CC(NC(=O)/C=C/c1cnc2ccccc2n1)C12CC3CC(CC(C3)C1)C2 (stereo not given),103.0,101.0,13.0,11,103.0,101.0,98.0,11,.,98.0,1.1
COc1ccccc1Cn1nnc2c(=O)[nH]c(C3CCN(C(=O)c4ccc(C)cc4)CC3)nc21,103.0,102.0,1.0,36,104.0,102.0,104.0,6,.,105.0,0.3
COc1ccc(N(C(=O)c2ccc(C)cc2)S(=O)(=O)c2cccs2)cc1,97.0,106.0,10.9,8,100.0,102.0,99.0,4,-15.0,102.0,5.7
O=S(=O)(NCc1cc(-c2ccccc2)no1)c1ccc(Cl)cc1,98.0,100.0,-0.3,14,101.0,95.0,99.0,34,.,99.0,0.1
O=[N+]([O-])c1ccc2nc(/C=C/c3ccc(Cl)cc3)[nH]c2c1,94.0,98.0,1.0,11,97.0,96.0,95.0,55,.,99.0,0.0
Cc1c(C(=O)Nc2ccc(Cl)cc2)c2ccccn2c1C(=O)c1ccc([N+](=O)[O-])cc1,96.0,109.0,11.2,9,100.0,99.0,100.0,41,.,105.0,2.9
C=CCn1c(-c2ccccc2OC)n[nH]c1=S,99.0,102.0,-0.8,9,101.0,99.0,101.0,18,.,102.0,0.0
CC(C)C(NS(=O)(=O)c1cccc2nsnc12)C(=O)N1CCc2ccccc2C1 (stereo not given),92.0,94.0,14.0,46,96.0,94.0,94.0,33,7.0,96.0,1.5
O=C(NCc1ccco1)/C(=C/C=C/c1ccccc1)NC(=O)c1ccco1,90.0,99.0,-0.2,11,94.0,97.0,95.0,14,14.3,97.0,-0.1
CCCn1c(=O)c(C(=O)NCc2ccncc2)c(O)c2ccccc21,93.0,103.0,-0.3,5,98.0,92.0,94.0,52,.,98.0,-0.3
COc1cc2c(cc1OC)C(C)N(C(=O)c1cc3c(s1)-c1c(C)cccc1OC3)CC2 (stereo not given),94.0,99.0,-0.2,6,95.0,96.0,95.0,13,.,98.0,0.0
NNC(=O)CCc1ccc(S(=O)(=O)N2CCOCC2)cc1,98.0,97.0,1.7,8,96.0,97.0,99.0,69,.,94.0,0.3
COc1ccc(CCNC(=O)C2(C)CCC(=O)N2Cc2ccc3c(c2)OCO3)cc1OC (stereo not given),100.0,105.0,-2.8,11,99.0,100.0,100.0,23,.,105.0,-2.2
N#CC1=C(N)Nc2ncnn2C1c1ccc(F)cc1 (stereo not given),101.0,104.0,2.1,14,100.0,100.0,101.0,19,-3.1,99.0,0.1
c1ccc(OCCOc2ncnc3sccc23)cc1,96.0,97.0,2.9,16,99.0,96.0,97.0,25,.,99.0,0.8
COc1ccccc1OCc1ccc(C(=O)NC(C)(C)C)o1,103.0,111.0,0.9,7,103.0,102.0,102.0,9,.,104.0,0.2
O=S(=O)(NC(=S)NC1CCCCC1)c1cccs1,105.0,97.0,3.4,11,99.0,96.0,98.0,13,-1.4,97.0,1.2
CCC(=O)Nc1ccc2c(c1)C(=O)c1ccccc1C2=O,102.0,96.0,2.0,15,98.0,94.0,96.0,8,.,97.0,0.5
CCC(=O)Nc1cccc(NC(=S)NC(=O)c2ccc(C)cc2)c1,105.0,102.0,0.2,10,101.0,98.0,98.0,22,-0.3,98.0,-0.1
Cc1[nH]nc2nc(SCC(=O)NCC3CCCO3)n(-c3ccc(Br)cc3)c(=N)c12 (stereo not given),92.0,90.0,3.8,32,88.0,92.0,91.0,13,17.3,86.0,0.8
COc1ccc2cc3cc(C(=O)NCCN4CCc5ccccc5C4)oc3nc2c1,94.0,88.0,9.0,9,91.0,90.0,87.0,15,.,92.0,1.0
COc1ccc(-c2csc3nc(-c4ccc(C)cc4)oc(=O)c23)cc1OC,103.0,99.0,-4.7,16,100.0,98.0,98.0,8,-4.8,98.0,-0.9
COc1ccccc1N1CCN(C(=O)COc2cc(C)cc(C)c2)CC1,92.0,96.0,11.9,15,96.0,100.0,94.0,12,11.9,96.0,1.8
CC1=C(C(=O)OCC2CCCO2)C(c2coc3ccccc3c2=O)C2=C(CCCC2=O)N1 (stereo not given),96.0,98.0,5.0,8,97.0,93.0,93.0,12,-2.7,97.0,0.8
O=c1c2ccccc2nc(SCc2cn3ccsc3n2)n1-c1ccccc1,100.0,95.0,6.4,7,98.0,97.0,95.0,17,-16.8,96.0,5.0
CCCCOC(=O)CSc1nc(N)c(C#N)c(-c2ccc(OCC)cc2)c1C#N,99.0,96.0,4.0,8,98.0,95.0,99.0,33,.,99.0,0.7
CCOc1ccccc1N1Cc2ccccc2C1,98.0,106.0,0.7,8,99.0,100.0,102.0,10,.,104.0,0.4
Cc1ccc(S(=O)(=O)N(C)c2ccc3sc(C)nc3c2)cc1,102.0,99.0,4.7,11,97.0,97.0,98.0,10,.,99.0,1.4
Cc1ccc(CN2CCN(Cc3cnc(N4CCOCC4)s3)CC2CCO)o1 (stereo not given),99.0,93.0,-0.4,21,94.0,95.0,96.0,11,15.4,93.0,0.1
N#Cc1c(SCC(=O)O)nc(N2CCCCC2)c2c1CCCC2,93.0,97.0,0.0,7,94.0,93.0,92.0,5,18.4,97.0,-0.1
COc1cccc(-n2cn[nH]c2=S)c1,94.0,93.0,0.5,10,93.0,94.0,93.0,11,-3.0,93.0,2.8
O=C(NC1(C(F)(F)F)NC(=O)N(C2CCCC2)C1=O)C1CC1 (stereo not given),98.0,104.0,1.9,10,103.0,99.0,101.0,17,.,102.0,0.6
COc1ccc(S(=O)(=O)N=C2C=C(C)C(=O)C(C)=C2)cc1,103.0,98.0,0.0,9,101.0,98.0,101.0,20,9.9,100.0,0.0
COCCCNC(=S)N1CCCN(c2nc3cc(C)ccc3cc2C#N)CC1,94.0,93.0,16.5,10,94.0,93.0,93.0,18,7.2,92.0,1.2
Cc1ccc2c(CC(=O)OCC(=O)Nc3ccc(Cl)cn3)coc2c1,94.0,89.0,-7.2,14,88.0,88.0,87.0,5,-4.1,91.0,0.1
Cn1c(CNc2ccccc2)cc(=O)n(C)c1=O,100.0,103.0,1.5,38,100.0,99.0,98.0,21,12.4,101.0,0.6
Cc1cc(C(=O)COC(=O)c2ccc(N)c([N+](=O)[O-])c2)c(C)n1-c1ccc2c(c1)OCO2,100.0,100.0,-8.1,12,99.0,97.0,98.0,9,.,99.0,-0.3
O=C(NCCc1ccccc1)C1CCN(S(=O)(=O)c2ccc(-c3nn[nH]n3)cc2)CC1,96.0,97.0,2.0,31,98.0,97.0,96.0,17,.,96.0,0.7
COC(=O)C1=CN(CC2CCCO2)C=C(C(=O)OC)C1c1cccc(O)c1 (stereo not given),101.0,105.0,-1.1,16,102.0,98.0,101.0,14,-17.4,98.0,0.7
CCCCn1c(=NC(=O)c2cccnc2)c(C(=O)OCC)cc2c(=O)n3ccccc3nc21,97.0,105.0,2.2,37,101.0,97.0,99.0,12,17.1,104.0,1.3
C=CCN1C(=O)CSC1=Nc1ccc(O)cc1,101.0,101.0,18.9,6,99.0,97.0,100.0,13,.,101.0,1.2
Cc1cccc(CN2CCN(CC(=O)N3CCCC3)C2=O)c1,97.0,102.0,-9.2,28,98.0,97.0,100.0,27,.,104.0,-0.7

# Assay outcomes as filed in PubChem BioAssay.
